From PubChem BioAssay
p53null 32C kill = p53 null cell cytotoxicity, permissive temperature | Potency, µM (highest dose often 46.1 µM), without a hit: at the top dose activity change, negative = cytotoxicity, hits mostly cytotoxic | AID 903 | H1299-neo p53 null cells, ATP luminescence, 24 h, 32C | 0.62% of 55,000 active;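 further: 0% = DMSO only and -100% = full killing by 100 µM tamoxifen; nearly all actives have a fitted effect of over 55% in size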
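Cells lacking p53 (H1299-neo) are plated at 600 per well and allowed to settle overnight at 37C. Test compounds (up to 46 uM) are added and held 24 hours at 32C, then ATP is quantified by luminescence.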
p53null 39C kill = p53 null cell cytotoxicity, nonpermissive temperature. H1299 p53-null (neo) cells, 39C, ATPlite viability, 24 h. Potency, µM (top dose mostly 46.1 µM), for the others: at the highest dose activity, negative = cell killing, actives largely listed as cytotoxic. 0.97% of 55,000 active. AID 904;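 further: 0% = DMSO only and -100% = full killing by 100 µM tamoxifen; nearly all actives have a fitted effect of over 50% in size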
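Cells seeded at 600/well, 37C overnight. Compound added (up to 46 uM), plates shifted to 39C for 24 hr. ATPlite added, luminescence read after 20 min at room temperature.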
* hit, by the source's call; ? = inconclusive; [ ] = remark or other dose. The call rests on the fitted dose curve; in most records, active means well fitted cell-killing curve with a large enough effect; inconclusive means small, poorly fitted or top-dose-only effect; inactive means no such curve, though single readings can be large or run the other way. Potency means the concentration at half of the fitted maximal effect.

SMILES | p53null 32C kill | p53null 39C kill
CN(Cc1ccccc1)c1nc2c(c(=O)[nH]c(=O)n2C)n1C | 0.8% | 1.4%
O=C1c2ccccc2C(Nc2ccc3c(c2)OCO3)N1Cc1ccco1 (stereo unspecified) | 6.3% | 6.0%
Cc1cccc2cc(C#N)c(SCC(=O)Nc3ccccc3N3CCOCC3)nc12 | -2.1% | -19.1%
Cn1ncc(Cl)c1C(=O)Nc1ccncc1 | 5.5% | 15.0%
O=C(Cc1cc(=O)[nH]c(=O)[nH]1)NCCN1CCOCC1 | -3.9% | 4.0%
CC1CN(C(c2cccs2)c2sc3ncnn3c2O)CC(C)O1 (stereo unspecified) | 6.6% | 0.3%
CCOc1ccc(NC(=O)C2CCN(c3nnnn3-c3ccccc3)CC2)cc1 | 3.2% | 6.4%
CCNc1ccc2noc3c2c1C(=O)c1ccccc1-3 | -10.2% | -3.1%
Nn1c(SCC(=O)NCc2ccccc2)nncc1=O | -4.8% | 0.9%
COc1cccc(NC(=O)CN2CCN(c3nc(-c4cccc(OC)c4)cs3)CC2)c1 | -1.4% | 19.2%
COc1ccc(-c2cc(=O)c3ccccc3n2C)cc1 | -3.3% | -5.0%
COc1ccc(C)cc1NC(=O)Cn1cnc2sc(C)c(S(=O)(=O)N3CCOCC3)c2c1=O | -4.6% | -11.9%
Cc1cccc(NC2SC(=O)N(CC(=O)O)C2=O)c1 (stereo unspecified) | 1.0% | 15.0%
O=C(CSc1nc2ccccc2[nH]1)NCC1CCCO1 (stereo unspecified) | 17.9% | 15.3%
CN(Cc1ccccc1)C(=O)c1ccccc1NC(=O)c1ccco1 | -0.2% | 21.3%
Cc1ccc(SCC2(O)CCN(S(=O)(=O)c3ccc(Cl)cc3)CC2)cc1 | -3.7% | 8.7%
Cc1ccc(C2C(C#N)=C(N)Oc3n[nH]c(-c4cccs4)c32)cc1 (stereo unspecified) | 2.5% | 5.6%
CCn1nnnc1SCC(=O)N1c2ccccc2Sc2ccccc21 | -11.0% | 0.8%
Cc1cc2nnc(SC(C)C)n2c2ccccc12 | 1.7% | -7.2%
CCCCNC(=O)C1CCN(Cc2ccc(OCc3ccccc3)cc2)CC1 | -5.9% | -2.9%
CN(c1ccc(F)cc1)S(=O)(=O)c1ccc(Cl)c(C(=O)Nc2ccc3c(c2)CCC3)c1 | 1.7% | 35.4%[activator]
Cc1nc(SCC(=O)Nc2c(C)n(C)n(-c3ccccc3)c2=O)n[nH]1 | -7.3% | -8.7%
Cc1cccc(NC(=O)CN2C(=O)N/C(=C/c3ccc(C)s3)C2=O)c1 | -1.8% | 3.2%
CC(C)n1nnnc1SCC(=O)Nc1ccc2c(c1)OCO2 | -6.5% | -12.5%
CCOc1cc(C2C(C#N)=C(N)Oc3n[nH]c(CC)c32)ccc1OCCN1CCOCC1 (stereo unspecified) | 9.5% | -6.7%

Given comma-delimited: two of the compounds above
compound,p53null 32C kill,p53null 39C kill
Cc1nc(SCC(=O)Nc2c(C)n(C)n(-c3ccccc3)c2=O)n[nH]1,-7.3%,-8.7%
Cc1cccc(NC(=O)CN2C(=O)N/C(=C/c3ccc(C)s3)C2=O)c1,-1.8%,3.2%

Sorted by formula weight (highest first): 6 of the compounds above
SMILES | p53null 32C kill | p53null 39C kill
CN(c1ccc(F)cc1)S(=O)(=O)c1ccc(Cl)c(C(=O)Nc2ccc3c(c2)CCC3)c1 | 1.7% | 35.4%[activator]
CCOc1cc(C2C(C#N)=C(N)Oc3n[nH]c(CC)c32)ccc1OCCN1CCOCC1 (stereo unspecified) | 9.5% | -6.7%
COc1cccc(NC(=O)CN2CCN(c3nc(-c4cccc(OC)c4)cs3)CC2)c1 | -1.4% | 19.2%
CN(Cc1ccccc1)c1nc2c(c(=O)[nH]c(=O)n2C)n1C | 0.8% | 1.4%
Cc1cccc(NC2SC(=O)N(CC(=O)O)C2=O)c1 (stereo unspecified) | 1.0% | 15.0%
Cn1ncc(Cl)c1C(=O)Nc1ccncc1 | 5.5% | 15.0%

The listing picks up, starting three compounds before the break.
SMILES | p53null 32C kill | p53null 39C kill
Cc1cccc(NC(=O)CN2C(=O)N/C(=C/c3ccc(C)s3)C2=O)c1 | -1.8% | 3.2%
CC(C)n1nnnc1SCC(=O)Nc1ccc2c(c1)OCO2 | -6.5% | -12.5%
CCOc1cc(C2C(C#N)=C(N)Oc3n[nH]c(CC)c32)ccc1OCCN1CCOCC1 (stereo unspecified) | 9.5% | -6.7%
O=C(NC1CCCC1)C(c1ccccn1)N(C(=O)c1csnn1)C1CCCCC1 (stereo unspecified) | -3.6% | 6.7%
CC(C)OC(=O)c1ccc(NC(=O)C2C3CC4OC(=O)C2C4C3)cc1 (stereo unspecified) | -21.4% | -28.3%
Cc1ccc(CSc2nncn2-c2ccccn2)cc1 | -4.2% | -4.1%
Cn1ccnc1SCC(=O)Nc1ccc2c(c1)COC2=O | 7.1% | -13.6%
CCOC(=O)C(C)Sc1nc2c([nH]c3ccccc32)c(=O)n1C (stereo unspecified) | 5.2% | 3.7%
Cc1ccc(OCC(=O)N/N=C\c2c(C)[nH]n(-c3ccccc3)c2=O)c([N+](=O)[O-])c1 | ? | -14.6%
COc1ccccc1-c1nnc(NC(=O)c2ccc(S(=O)(=O)N(C)Cc3ccccc3)cc2)o1 | -0.5% | -8.1%
O=C(COC(=O)C1CC2C=CC1C2)Nc1ccc2c(c1)OC(F)(F)O2 (stereo unspecified) | -12.3% | 6.4%
CCC(C)(C)NC(=O)C(c1ccc(C)o1)N(C(=O)c1csnn1)c1cccc(F)c1 (stereo unspecified) | -7.8% | 9.4%
O=S(=O)(N/N=C/c1ccc(OC2CSC2)cc1)c1ccccc1 | -7.5% | -15.9%
CCOc1ccc(C(=O)N(CN2CCCC2=O)c2ccc(C)cc2)cc1 | 6.5% | -4.3%
Fc1ccccc1C(c1nnnn1C1CCCC1)N1CCN(Cc2ccccc2)CC1 (stereo unspecified) | -5.5% | 18.3%
Cc1ccc(CCNc2ccccc2C)cn1 | 0.5% | 0.5%
CNCCCC1Sc2ccccc2Oc2ccccc21 (stereo unspecified) | -17.1% | 6.7%
Cc1ccc(-c2nc3ncccc3o2)cc1NC(=O)Cc1ccc(Cl)cc1 | 6.4% | -3.8%
Nc1cc(N)nc(SCC(=O)Nc2ccccc2)n1 | 1.4% | 17.1%
O=C(Nc1ccc(SC(F)F)cc1)C12CCC(CC1)C2 | -18.9% | -12.3%
CN=C1CC(SC)=C1c1ccc(C)cc1 | -1.5% | -3.7%
O=C(Cc1cc(=O)[nH]c(=O)[nH]1)N1CCC(Cc2ccccc2)CC1 | -5.3% | 6.4%
CSc1cccc(NC(=O)CSc2nnc(C)s2)c1 | 6.8% | 1.3%
Fc1ccc(Cc2nnc(-c3cccs3)o2)cc1 | 0.8% | -2.9%
c1ccc(OCCCn2nnc(-c3ccncc3)n2)cc1 | 2.3% | -9.3%
O=C(CC12CCC(CC1)C2)NCc1ccc2c(c1)OCO2 | 2.7% | 18.0%
CCC1CCCCN1C(=O)CSc1nnc(-c2ccco2)o1 (stereo unspecified) | -13.3% | 11.1%
O=C(Cc1coc2cc3c(cc12)CCC3)NCC1(N2CCCCC2)CCCCC1 | -13.4% | -18.3%

Retrieved one by one from above (2):
SMILES | p53null 32C kill | p53null 39C kill
CCOC(=O)C(C)Sc1nc2c([nH]c3ccccc32)c(=O)n1C (stereo unspecified) | 5.2% | 3.7%
CC(C)OC(=O)c1ccc(NC(=O)C2C3CC4OC(=O)C2C4C3)cc1 (stereo unspecified) | -21.4% | -28.3%

Going on with the list.
SMILES | p53null 32C kill | p53null 39C kill
CCOC(=O)C(C)(C)Sc1nc2c(cnn2-c2ccc(C)cc2)c(=O)[nH]1 | 2.6% | 8.3%
Cc1[nH]c2ccccc2c1C1C(c2ccccc2)=NN=C(C(C)C)N1O (stereo unspecified) | 3.1% | -4.6%
CC(C)(C)c1cc(NS(=O)(=O)c2ccc3c(c2)OCCO3)on1 | 6.8% | -13.8%
CN1CCN(S(=O)(=O)c2ccc(N)cc2)CC1 | 11.6% | 5.0%
COc1ccc(N2C(=O)CC(NCc3ccncc3)C2=O)cc1 (stereo unspecified) | -0.1% | 9.7%
Fc1ccc(OCCOCCNCC2CCCO2)cc1 (stereo unspecified) | 2.1% | 28.7%
CCOC(=O)c1cc2c(nc1N)CC(C)(C)OC2 | -0.1% | -13.7%
c1ccc(-c2nnc3sc(Cc4cccs4)nn23)cc1 | -4.4% | -0.1%
Cc1nnc(SCC(=O)NCc2ccco2)n1-c1ccc(F)cc1 | 5.9% | 17.7%
CC1Cc2ccccc2N1c1ncnc2c1nnn2Cc1ccccc1Cl (stereo unspecified) | 3.6% | 4.3%
COc1ccc(C(=O)NCC(c2cccnc2)N2CCN(c3ccccc3)CC2)cc1OC (stereo unspecified) | -4.4% | -2.0%
CCCS(=O)(=O)c1c(S(=O)(=O)CCC)c2c(C)cccn2c1C(N)=O | 2.1% | 3.1%
COc1ccc(N2CCN(C(=O)CCc3ccc(S(=O)(=O)NC(C)C)cc3)CC2)cc1 | -8.4% | 18.5%
N=C1/C(=C\c2ccc(-c3cccc(Cl)c3)o2)C(=O)N=C2SC=C(c3ccccc3)N12 | -3.5% | 6.8%
Cc1ccc(-n2nnnc2C(Cl)c2nnnn2-c2ccc(C)cc2)cc1 | -11.0% | -8.8%[1.84 µM]
CC1=C(C(=O)OC(C)C)C(c2ccsc2)NC(=O)N1C (stereo unspecified) | 1.3% | 21.2%
CCOC(=O)C(C)Sc1ncnc2nc[nH]c12 (stereo unspecified) | 2.2% | 3.3%
Cn1c(SC/C=C/c2ccccc2)nnc1-c1cccs1 | -6.4% | 0.7%
O=C(O)c1cc2ccc3ccccc3c2oc1=O | -4.2% | -11.4%
Cc1ccc2c(c1)nnn2C1CCN(S(=O)(=O)c2ccc3ccccc3c2)CC1 | -4.9% | 14.5%
CCOC(=O)CNC(=O)CSc1nnc(-c2ccc(OC)cc2)n1CC | 3.1% | 6.5%
Cc1ccc(-c2cc3nc(-c4ccccc4)cc(N4CCOCC4)n3n2)cc1 | -0.4% | 0.7%
CCCCC(CCC(=O)Nc1ccc(C(=O)OC)cc1)C(=O)O (stereo unspecified) | -4.0% | -21.0%
CCCCNC(=S)NNC(=O)c1nn(C)c(C)c1Cl | -0.8% | 11.6%
CCn1nc(C)c(NC(=O)/C=C/c2ccc(OC)c(COc3ccc(Cl)cc3Br)c2)c1C | 0.3% | -9.9%
SMILES | p53null 32C kill | p53null 39C kill
Cc1cc(N2C(=O)C3CC=CCC3C2=O)cc(C)c1Br (stereo unspecified) | -1.9% | -8.1%
O=C(C1CC=CCC1)N1CCN(C(=O)C2CC=CCC2)CC1 (stereo unspecified) | 5.7% | 2.1%
COCCCNCC(=O)Nc1ccc(OC(F)(F)F)cc1 | 0.9% | -9.7%
Cc1ccc(-c2nnn(CC(=O)N(c3ccc(F)cc3)C(C(=O)NC(C)(C)C)c3ccco3)n2)o1 (stereo unspecified) | -2.3% | ?
COc1ccc(C2CC(c3cccs3)n3nc(N)nc3N2)cc1 (stereo unspecified) | -5.4% | -11.5%
CCOC(=O)N1CCN(C(=O)c2ccc(Cn3c(=S)[nH]c4cc5c(cc4c3=O)OCO5)cc2)CC1 | 6.4% | 0.5%
CCN(CC)S(=O)(=O)c1cc(-c2nnc(-c3ccc(Br)cc3)o2)ccc1Br | -1.2% | 31.9%[activator]
CN(C)c1ccc(P(=O)(Nc2ccc([N+](=O)[O-])cc2)N2CCOCC2)c(NC(=O)c2cccs2)c1 (stereo unspecified) | -11.3% | 13.3%
COCCn1c(SCC(=O)NCc2ccccc2)nnc1-c1ccco1 | 5.5% | -7.6%
COc1ccc(N2C(=O)CC(Sc3nc(C)cc(C)c3C#N)C2=O)cc1 (stereo unspecified) | -5.4% | -20.8%
CCn1ccnc1C(O)c1ccccc1OC (stereo unspecified) | -4.8% | 15.8%
Cc1ccc(NC(=S)NCC2CCCO2)cc1C (stereo unspecified) | 10.8% | 15.8%
CC(NC(=O)Cc1ccc(F)cc1)C(c1cccs1)N1CCN(C)CC1 (stereo unspecified) | 3.4% | 3.4%
CCCCN(CCCNC(=O)C1CCN(S(=O)(=O)CC)CC1)c1ccccc1 | 1.0% | -27.2%
Cc1ccc(-c2nnc(Nc3ccc(C(=O)N(C)C)cc3)c3ccccc23)cc1S(=O)(=O)NCC1CCCO1 (stereo unspecified) | -13.2% | 4.1%
CCCCCCCCCC(=O)N/N=C(\C)c1cccnc1 | -5.9% | -6.8%
CCCNC(=O)c1ccccc1NC(=O)c1ccccc1N(C)S(=O)(=O)c1ccc(C)cc1 | -8.6% | 5.0%
C=C(C)Cn1c(CCCNC(=O)CC)nc2ccccc21 | 4.1% | 15.4%
Cc1cccc(C(=O)Oc2ccc(/C=N/O)cc2)c1 | -0.4% | 5.3%
O=C(CSc1nnc(-c2cccnc2)n1CCc1ccccc1)NCc1ccccc1 | 3.2% | 10.4%
OCCn1c(Cl)nc2ccccc21 | 1.3% | -1.0%
Cn1c(SCC(=O)Nc2nccs2)nnc1-c1ccco1 | 27.3% | 6.9%
O=C(COc1cccc2c1CCN(Cc1ccccc1)C2=O)NCc1ccco1 | -2.1% | 19.7%
COc1nn(CC(=O)N2N=C(C)CC2(O)C(F)F)cc1[N+](=O)[O-] (stereo unspecified) | -3.8% | -2.3%
CC1(C)Cc2ccccc2C(=NCCCCCC(=O)O)N1 | 1.9% | -2.5%
Cc1ccc(C(O)CN2C3=NCCCN3c3ccccc32)cc1 (stereo unspecified) | 1.7% | 4.6%
CC(C)NC(=O)NC(=O)COC(=O)c1ccc(F)cc1F | -4.8% | -2.0%

Not all compounds are listed; the hit share may differ from the screen's.
